NTR1 agonist: NTR1-driven beta-arrestin-GFP spot formation – imaging, U2OS cells, high content, primary screen (AID 493036); activation, % at 20 µM; agonist mode; P30989; 0.17% of 330,000 active;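 active means activation at or above 40% of the spot to cytoplasm intensity ratio, with at least 20 cells analyzed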;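 further: 0% = DMSO without peptide and 100% = 100 nM NTR1 peptide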
Target sequence (P30989 whole entry, looked up): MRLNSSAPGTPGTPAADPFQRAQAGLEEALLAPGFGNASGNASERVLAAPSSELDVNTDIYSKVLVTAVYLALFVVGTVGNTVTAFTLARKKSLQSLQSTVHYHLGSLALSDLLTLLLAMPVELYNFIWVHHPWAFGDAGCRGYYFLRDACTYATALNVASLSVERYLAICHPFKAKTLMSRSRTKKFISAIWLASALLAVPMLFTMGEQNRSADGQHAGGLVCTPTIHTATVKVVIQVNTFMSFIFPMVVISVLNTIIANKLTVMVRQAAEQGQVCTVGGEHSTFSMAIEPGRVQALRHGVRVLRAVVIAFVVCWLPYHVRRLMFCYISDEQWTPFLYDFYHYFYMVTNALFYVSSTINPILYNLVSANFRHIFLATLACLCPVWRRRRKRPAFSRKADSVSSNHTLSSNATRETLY
Myeloid diff MLP: compounds promoting myeloid differentiation | AID 624256 | 1% of 360,000 active | ER-HoxA9 myeloid progenitors, lysozyme-GFP differentiation, flow cytometry | calls only at 10 µM;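 active means normalized GFP-positive differentiation at or above the plate's own cutoff, the solvent-only control mean plus 3 SD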;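 further: cells exposed to compound for four days before flow analysis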
UTI89 phage lysis: protection from phage-mediated lysis, alamar blue read-out – E. coli UTI89, K1F phage, bacterial capsule biogenesis inhibitors (AID 488966); E. coli UTI89 K1F phage lysis, alamar blue, 2 h; higher % means a stronger effect; 0.02% of 340,000 active; one-dose inhibition, % at 100 µM; IC50 in µM for titrated hits;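 active means phage lysis inhibition, versus mean bacterial control, above a set limit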;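 further: capsule biogenesis inhibitors block K1F phage lysis so surviving cells raise fluorescence; higher fluorescence means more inhibition of phage lysis; actives were called in the ten point dose series up to 300 µM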
Large T inhibition: TAg ATPase/helicase activity blockers – biochemical (AID 1903). 0.39% of 310,000 active. SV40 large T antigen ATPase/helicase inhibition assay; higher % means a stronger effect. inhibition, % at 20 µM; hits with a dose series show IC50 in µM; in the data active means a potency from the dose series; further: strong numbers were not always called active
Rac1 GTP hydrolysis: MgcRacGAP GTPase-activating activity inhibitors, confirmation, biochemical, ADP Hunter fluorescence; AID 624330; inhibition, % at 30 µM; hits with a dose series show IC50 in µM; MgcRacGAP-stimulated Rac1 GTP hydrolysis, ADP Hunter fluorescence; higher % means a stronger effect; GST-tagged Rac1 F28L mutant substrate; 0.6% of 340,000 active;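 active means first-screen hits whose inhibition reached a set limit at any dose in the follow-up dose series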;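 further: fluorescence reports GDP produced by GAP-driven GTP hydrolysis; strong numbers were not always called active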
TNAP activators: stimulation of alkaline phosphatase TNAP activity – biochemical, luminescent, no phosphate acceptor, uHTS, primary screen (AID 1001); purified TNAP, luminescent activation assay, no phosphate acceptor; higher activation fold means a stronger effect; one-dose activation fold at 20 µM; EC50 in µM for titrated hits; 0.03% of 200,000 active; in the data active means activation fold from about 3, or a potency from the dose series; inactive means the rest, 99 in 100 with activation fold below about 1.6; further: many of its hits are not listed in these tables
RSV antiviral HEp-2: RSV antiviral activity via CPE protection, HEp-2 cells, primary 10 µM value included (AID 2391). HEp-2 cells, RSV-induced CPE inhibition; higher % means a stronger effect. CPE inhibition, % at 10 µM; hits with a dose series show IC50 in µM. 0.13% of 310,000 active; in the data active means a potency from the dose series; further: strong numbers were not always called active
PhoP inhibition: inhibitors of PhoP regulon expression, primary screen, Salmonella Typhimurium, GFP reporter (AID 1863); S. Typhimurium PhoP-regulated promoter GFP reporter, 4 h; higher % means a stronger effect; inhibition, % at 50 µM, or IC50 in µM where a hit was titrated; 0.16% of 300,000 active;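 active means inhibition over 29.93%, a cutoff 3 SD above the screen mean, later confirmed by dose response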;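 further: 0% = low Mg2+ inducing control and 100% = high Mg2+ repressing control; strong numbers were not always called active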
T cell HTS: modulates CD8 T cell binding to vesicles. 2C CD8+ T cell-vesicle binding, flow cytometry; stronger effect = lower value. calls only at 7 µM. 0.068% of 330,000 active;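 active means response, share of CD8 T cells binding vesicles, and their 90th percentile fluorescence all below set limits, cut at about 80% in these data, passing the limit was not always enough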
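Benchmarks: naked versus QL9-loaded vesicles / Assay system: purified 2C TCR transgenic mouse naive CD8+ T cells / Technique: high-throughput flow cytometry with anti-B7-1 and anti-CD8 staining / Timing: Cell–vesicle co-incubation 1.5 h at 37 °C, staining 20 min on ice / Read-out: percent CD8+ FL2 mean versus row control / Probe or stimulus: QL9-loaded Drosophila micro-vesicles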
T cell HTS vesicle-bound %: further read-out of T cell HTS, marked with its call; double positive events, %; measured here: CD8+ vesicle-bound cell fraction;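 binding gate set so that unloaded-vesicle control wells show 10% double positive cells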
NTR1 agonist cell count 20 µM: second read-out of NTR1 agonist, no call of its own (marks repeat the call); cell count; measured here: cell count, cytotoxicity flag
Myeloid diff MLP GFP+ MAC1+ %: second read-out of Myeloid diff MLP, no call of its own (marks repeat the call); GFP+ MAC1+ double positive, %; measured here: differentiation confirmed by MAC1 staining
* = called active by the depositor; i = inactive; / = no result given; [ ] = remark or other dose.

SMILES	NTR1 agonist	NTR1 agonist cell count 20 µM	Myeloid diff MLP	Myeloid diff MLP GFP+ MAC1+ %	UTI89 phage lysis	Large T inhibition	Rac1 GTP hydrolysis	TNAP activators	RSV antiviral HEp-2	PhoP inhibition	T cell HTS	T cell HTS vesicle-bound %
N#C/C(=C\c1cc2ccccc2nc1N1CCOCC1)C(=O)Nc1ccc(N2CCOCC2)cc1	1.0	71	i	0.8	0.5%	15.4%	7.0%	0.9	2.9%	10.8%	i	37.3
O=C1CSC(c2ccc(F)cc2)N1c1c(F)cccc1F (stereo not given)	-1.1	57	i	0.3	0.2%	4.8%	3.8%	/	2.0%	-5.3%	i	20.5
CC(C)CC(NC(=O)c1ccccc1NC(=O)c1ccccc1)C(=O)O (stereo not given)	-0.9	83	i	0.5	-0.1%	10.5%	1.5%	1	-1.4%	-5.6%	i	50.0
C=CCOc1cccc(C2/C(=C(/O)c3ccc4c(c3)CC(C)O4)C(=O)C(=O)N2CCN2CCOCC2)c1 (stereo not given)	0.1	67	i	2.9	0.3%	/	0.3%	/	-1.3%	3.4%	i	18.8
O=C(NCc1ccc(F)cc1)c1cccnc1	1.0	62	i	0.5	0.1%	9.0%	9.5%	/	0.4%	-3.5%	i	25.2
O=C(O)c1ccccc1SCc1nc2ccccn2c1Br	0.5	65	i	0.8	0.0%	3.0%	0.0%	1.1	0.7%	2.7%	i	21.7
CCOC(=O)C1=C(C)NC(=O)NC1c1ccc(Br)s1 (stereo not given)	-2.6	77	i	1.2	-0.1%	12.2%	7.7%	1	2.3%	-4.5%	i	36.4
Cc1cc(C)nc(Nc2nc3ccccc3[nH]2)n1	0.9	65	i	0.2	-2.0%	13.9%	4.6%	2.1	1.9%	3.9%	i	33.4
C=CCn1c(COc2cccc3cccnc23)nnc1SCC(=O)O	-0.3	75	i	0.6	0.3%	1.4%	9.1%	1.1	1.1%	-3.3%	i	28.7
S=c1[nH]nc(Cc2ccccc2)n1-c1cccc2ccccc12	-0.9	89	i	0.1	0.0%	11.5%	2.2%	1	5.6%	-2.5%	i	27.2
COc1ccc(C(=O)/C=C/c2ccccc2OC)c(OC(=O)c2ccc([N+](=O)[O-])cc2)c1	2.3	61	i	0.4	0.9%	/	9.0%	/	44.2%	/	i	45.6
CCCn1c(=O)c2ccccc2n2c(SCCOc3ccccc3F)nnc12	-1.5	80	i	0.2	0.8%	3.3%	4.2%	1	0.1%	-9.5%	i	30.1
O=[N+]([O-])c1ccccc1S(=O)(=O)Nc1ccc(-c2ccc3nncn3n2)cc1	3.1	63	i	0.8	0.8%[50 µM]	10.6%	2.6%	/	-2.8%	5.7%	i	38.9
OCC[C@@H]1C[C@H](O)[C@@H](O)[C@@]2(Cc3ccccc3CO2)O1	-5.5	94	i	1.9	2.2%	-1.4%	5.9%	/	-0.7%	4.7%	i	35.4
O=C(CCc1nnc(-c2ccc(-c3ccccc3)cc2)o1)N1CCCCC1	0.4	37	i	0.3	-0.3%	8.6%	0.9%	1	10.4%	-5.7%	i	24.1
CCC(=O)N1C(C(=O)NCc2ccc(OC)cc2)CSC1c1ccc(OC)cc1 (stereo not given)	-0.5	68	i	2.4	-2.9%	-10.5%	3.2%	1	-0.8%	8.7%	i	40.2
CCOc1ccc(-c2nnn(CC(=O)N3CCN(c4ccc(OC)cc4)CC3)n2)cc1OCC	-0.1	53	i	1.2	0.2%	9.9%	19.1%	1.1	-0.6%	-1.1%	i	17.5
Cc1c(NC(=O)C(C)OC(=O)CCOc2ccccc2)c(=O)n(-c2ccccc2)n1C (stereo not given)	-0.2	66	i	0.9	0.5%	8.1%	4.4%	/	-1.0%	-3.2%	i	39.0
CN(C)C(CNS(=O)(=O)c1ccc2ccccc2c1)c1ccccc1 (stereo not given)	0.5	84	i	0.6	0.2%	6.2%	2.1%	/	-2.8%	0.8%	/	/
CS/C(=C\[N+](=O)[O-])Nc1ccc(C)cc1	-0.9	76	i	0.5	0.0%	26.7%	7.2%	1.1	3.6%	-0.9%	i	56.2
CC(=O)N1CCN(c2ccc([N+](=O)[O-])cc2)CC1	-1.8	91	i	0.1	-0.3%	0.9%	5.9%	0.9	1.4%	10.0%	i	43.9
Cc1ccc(C(=O)Nc2cccnc2Cl)cc1Cl	-0.2	62	i	0.5	0.1%	5.2%	15.1%	/	4.3%	3.0%	i	18.2
CCCNC(=O)C1CC(c2ccc(C(F)(F)F)cc2)=NO1 (stereo not given)	2.4	43	i	1.0	0.3%	7.4%	0.1%	/	3.0%	6.4%	i	48.0
Cc1cc(NC(=O)CSc2ncnc3ccccc23)no1	-3.2	62	i	2.4	0.8%	0.5%	5.6%	1.2	0.5%	2.9%	i	11.4
c1ccc(Nc2nc3ccccc3n3cnnc23)cc1	3.3	86	i	4.3	-1.6%	3.8%	-3.9%	1.1	3.0%	9.2%	i	38.5
COc1ccc(S(=O)(=O)N2CCC(C(=O)Oc3cccc(C)c3)CC2)cc1OC	0.1	58	i	0.9	0.2%	6.2%	4.8%	/	0.1%	3.2%	i	6.3
O=C(NC1CCCC1)c1cc(-c2ccc(Cl)cc2)on1	1.7	42	i	7.4	0.1%	16.3%	4.8%	/	10.9%	4.8%	i	31.7
CSc1nnnn1-c1cccc(O)c1	5.1	65	i	1.3	0.3%	0.4%	-2.6%	1.1	4.4%	5.7%	i	34.8
O=C(NC1CCN(Cc2ccccc2)CC1)C1CCN(S(=O)(=O)c2ccccc2)CC1	-0.4	60	i	0.4	-0.2%	10.1%	8.0%	/	2.5%	-0.9%	i	31.9
c1ccc(-n2cnc3cc(NCc4ccncc4)ccc32)cc1	2.0	72	/	/	0.1%	4.1%	8.3%	1.1	21.4%	29.6%	i	26.4
Cc1nc(Cl)c(C#N)c2c1CCCC2	1.7	52	i	0.4	-0.3%	10.9%	7.0%	/	12.4%	-5.3%	i	25.5
CCOc1ccc(NC(=O)c2ccc(F)cc2F)cc1	-0.8	59	i	1.1	-0.1%	9.7%	2.3%	/	4.9%	/	i	38.7
COc1ccc(C2=C(Nc3ccccc3)c3ccccc3C2=O)cc1	7.0	70	i	0.4	2.7%[50 µM]	16.5%	7.7%	0.9	0.8%	-6.3%	i	49.2
N#Cc1c(NC(=O)CCCC(=O)O)sc2c1CCCCC2	-0.8	41	i	0.3	3.0%	15.6%	20.0%	1	1.1%	-10.1%	i	24.9
CCOC(=O)N1CCN(C2CC(=O)N(c3ccccc3)C2=O)CC1 (stereo not given)	-0.9	59	i	3.3	3.0%	5.2%	5.7%	1.1	0.5%	2.2%	i	49.4
Cc1ccc(N(C(=O)Cc2cccs2)C(C(=O)NCC2CCCO2)c2ccncc2)cc1 (stereo not given)	1.6	68	i	0.1	-2.2%	6.6%	2.0%	1.1	-1.0%	9.2%	i	62.3
CN1CCN(c2ccc(C(CC(N)=O)NC(=O)Cc3cccc4ccccc34)cc2[N+](=O)[O-])CC1 (stereo not given)	-0.2	45	i	0.4	-0.1%	12.9%	7.4%	/	-0.8%	-11.1%	i	23.0
O=C(NN1CCOCC1)c1cc(-c2ccncc2)nc2ccccc12	-1.5	41	i	1.1	1.5%	11.3%	-1.5%	1	1.9%	-3.8%	i	19.3
Cc1cccc(NC(=O)COC(=O)c2cccc(S(=O)(=O)N3CCCCCC3)c2)c1	1.9	48	i	0.9	0.0%[50 µM]	/	5.7%	/	0.0%	/	i	49.5
CCOC(=O)N1CCN(C(=S)Nc2ccc(C)cc2)CC1	0.5	32	i	0.5	3.3%	-1.6%	2.0%	1.1	6.7%	-3.6%	i	45.7
CC(C)OC(=O)c1ccc(N2CCN(c3ccc(F)cc3)CC2)nc1	-0.2	86	i	0.7	0.2%	10.4%	5.2%	/	40.7%	-5.3%	i	30.6
Cn1cc(S(=O)(=O)N2CCCC2)cc1C(=O)NCc1ccc(F)cc1	-2.3	48	i	2.2	1.2%	5.1%	-0.9%	/	-0.6%	/	i	11.5
CSCC[C@H](NC(=O)N1CCn2c1nc1ccccc12)C(=O)N1CCCCC1	-0.6	55	i	1.2	0.1%	10.0%	8.3%	/	3.3%	-12.9%	i	26.0
CN(C)c1nc(N)nc(-c2nc3ccccc3s2)n1	0.0	60	/	/	0.2%	11.3%	2.3%	1.2	0.4%	13.8%	i	33.0
Cc1cc(NC(=O)C(=O)NCCN2CCN(C(=O)c3cccs3)CC2)ccc1Br	-0.6	86	i	1.8	0.5%	-6.1%	0.2%	1.1	1.6%	-3.3%	i	20.8
CCNC(=S)SCCOc1ccccc1C	1.0	44	i	0.6	4.5%	5.9%	9.5%	0.6	0.7%	2.6%	i	44.9
O=C(CCN1CCN(c2ccccc2)CC1)Nc1ccccc1	0.4	58	i	0.5	0.0%	23.7%	0.1%	/	-0.6%	5.4%	i	59.3
Cn1c(=O)[nH]c(=O)c2c1nc(CN1CCN(c3ccccc3F)CC1)n2CC(N)=O	-1.3	67	i	1.5	0.1%	-0.3%	2.1%	1.1	0.1%	5.4%	i	0.0
COc1ccc(C2(C)NC(=O)N(CC(=O)Nc3ccc(C)cc3Br)C2=O)cc1OC (stereo not given)	-0.4	53	i	5.3	0.1%	1.3%	7.3%	/	1.9%	-1.5%	i	28.1
CN(C)S(=O)(=O)c1cccc(C(=O)Nc2cc3c(cc2C(=O)O)OCCCO3)c1	1.5	58	i	0.7	0.0%	16.1%	/	/	4.2%	-12.9%	i	9.0
CCOC(=O)C1CCCCN1C(=O)CCn1nnnc1CN1CCOCC1 (stereo not given)	0.7	57	i	6.0	0.7%	11.1%	8.8%	/	2.1%	-7.5%	i	19.7

Three entries from above in another layout.
compound | NTR1 agonist | NTR1 agonist cell count 20 µM | Myeloid diff MLP | Myeloid diff MLP GFP+ MAC1+ % | UTI89 phage lysis | Large T inhibition | Rac1 GTP hydrolysis | TNAP activators | RSV antiviral HEp-2 | PhoP inhibition | T cell HTS | T cell HTS vesicle-bound %
O=C(CCN1CCN(c2ccccc2)CC1)Nc1ccccc1 | 0.4 | 58 | i | 0.5 | 0.0% | 23.7% | 0.1% | / | -0.6% | 5.4% | i | 59.3
Cn1c(=O)[nH]c(=O)c2c1nc(CN1CCN(c3ccccc3F)CC1)n2CC(N)=O | -1.3 | 67 | i | 1.5 | 0.1% | -0.3% | 2.1% | 1.1 | 0.1% | 5.4% | i | 0.0
COc1ccc(C2(C)NC(=O)N(CC(=O)Nc3ccc(C)cc3Br)C2=O)cc1OC (stereo not given) | -0.4 | 53 | i | 5.3 | 0.1% | 1.3% | 7.3% | / | 1.9% | -1.5% | i | 28.1

From PubChem BioAssay
